Bioassay records (PubChem BioAssay)
Ba/F3 V617F tox = reduced viability of JAK2V617F-dependent Ba/F3 cells, primary screen, JAK2V617F inhibitor project, cell-based, Ba/F3 EpoR-JAK2V617F, luminescence. actives 1.1% (n = 220,000). inhibition, % at 5.6 µM. AID 1446, 2008. ATP luminescence;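 active means inhibition above the campaign mean plus 3 SD over all tested compounds, cut at about 24% in these data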;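 further: cytokine-independent growth of Ba/F3 cells driven by EpoR plus mutant JAK2; 0% = DMSO-treated cells and 100% = JAK inhibitor I control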
TNF necrop inh = inhibitors of TNF-alpha triggered necroptosis, primary screen, cell-based, Jurkat FADD-/-, single concentration | Jurkat FADD-/- TNF necroptosis rescue, ATP luminescence, 24 h; 0 = TNF only, 100 = no-TNF cells | activation (protection from cell death), % at 10 µM | actives 0.068% (n = 220,000);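 active means activation, meaning protection from cell death, of at least 50% relative to plate controls; inactive means activation below 50%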;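 further: necroptosis triggered by 40 ng/mL TNF-alpha added together with compound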
BaF3 parental = parental Ba/F3 cell viability inhibition, counter-screen for JAK2V617F inhibitor project, murine pro-B, CellTiter-Glo luminescence; actives 1.1% (n = 220,000); AID 1486, 2009; inhibition, % at 5.6 µM; CellTiter-Glo ATP luminescence;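 active means inhibition above a per-campaign cutoff, the mean inhibition of all tested compounds plus 3 SD, cut at about 27% in these data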;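 further: 0% = DMSO wells and 100% = JAK Inhibitor I control wells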
Wee1 stabilizer = Wee1 degradation inhibitors, primary screen, cell-based, HeLa, Wee1K328M-luciferase, luminescence; Wee1-like protein kinase (Homo sapiens), P30291; HeLa Luc-Wee1K328M stability; 100% = proteasome inhibitor MG132 effect; reporter increase, % at 5 µM; actives 1.2% (n = 220,000);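 active means activation above the mean of all tested compounds plus 3 SD, set per screening run, cut at about 8.8% in these data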;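 further: cells exposed to compound for 20 h before luminescence read; 0% = DMSO alone and 100% = MG132 at 30 µM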
TRPML3 ag = human TRPML3 channel agonists, primary screen, cell-based, HEK293 TRPML3-YFP, Fluo-8 calcium fluorescence, 3 µM; Mucolipin-3 (Homo sapiens), Q8TDD5; 100% = the carbachol control signal; activation, % at 3 µM; actives 0.29% (n = 220,000); AID 1448, 2008;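 active means activation above its plate's cutoff, the mean activation of the plate's test wells plus 3 SD, cut at about 12% in these data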;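 further: 0% = DMSO only wells and 100% = carbachol wells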
Target sequence (Q8TDD5 whole entry, looked up): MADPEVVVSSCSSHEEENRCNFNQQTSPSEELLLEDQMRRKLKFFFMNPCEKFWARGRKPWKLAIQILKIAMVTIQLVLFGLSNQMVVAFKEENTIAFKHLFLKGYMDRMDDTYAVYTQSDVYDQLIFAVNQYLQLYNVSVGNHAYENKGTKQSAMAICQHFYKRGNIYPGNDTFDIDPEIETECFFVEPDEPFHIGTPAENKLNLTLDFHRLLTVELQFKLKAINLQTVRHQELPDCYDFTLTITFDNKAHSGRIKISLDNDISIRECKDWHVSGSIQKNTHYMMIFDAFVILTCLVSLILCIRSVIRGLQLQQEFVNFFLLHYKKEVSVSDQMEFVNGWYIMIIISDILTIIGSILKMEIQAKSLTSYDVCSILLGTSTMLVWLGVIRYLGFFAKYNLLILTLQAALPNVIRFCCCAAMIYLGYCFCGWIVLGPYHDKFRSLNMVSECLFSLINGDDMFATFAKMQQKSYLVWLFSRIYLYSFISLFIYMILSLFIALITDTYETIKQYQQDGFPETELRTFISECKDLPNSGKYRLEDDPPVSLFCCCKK
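Test system: TRPML3-YFP stable HEK293 cells. Doses: single point at 3 µM. Incubation: dye loading 1 h 37 °C then 30 min ambient, 125 s read. Signal: Fluo-8 calcium dye fluorescence, ex 470-495, em 515-575 nm. Measure: percent activation from peak-to-basal fluorescence ratio, scaled between DMSO and carbachol.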
TRPN1 ag = zebrafish TRPN1 channel agonists, primary screen, cell-based, HEK293, calcium fluorescence. HEK293 zebrafish TRPN1-YFP, Fluo-8 calcium fluorescence; 100% = response to 87 µM carbachol. AID 1424, 2008. transient receptor potential cation channel N1 (TRPN1/NompC), Danio rerio. activation, % at 3 µM. actives 0.18% (n = 220,000);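 active means activation above its plate's cutoff, the mean activation of test wells on that plate plus 3 SD, cut at about 19% in these data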;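 further: 0% = DMSO alone and 100% = 87 µM carbachol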
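Assay system: Zebrafish TRPN1-YFP in HEK293 cells | Incubation: Dye loading 1 h at 37 °C, then 30 min room temperature | Measured by: Kinetic Fluo-8 fluorescence, ex 470-495, em 515-575 nm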
CHOP inhibitor = inhibitors of CHOP promoter induction, primary screen, cell-based, unfolded protein response, luciferase reporter. CHO-K1 CHOP-promoter luciferase, tunicamycin-induced, 15-18 h. inhibition, % at 10 µM. actives 3.8% (n = 220,000). AID 2732, 2010;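 active means compounds that reduced the stress-induced luciferase reporter signal by more than about 70% of percent inhibition, limit read from the data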;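 further: 0% = tunicamycin plus vehicle and 100% = wells without tunicamycin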
PPC-1+TRAIL kill = compounds killing PPC-1 cancer cells with TRAIL present, primary screen, TRAIL potentiator project, ATPLite luminescence, uHTS; PPC-1 cells + TRAIL, ATPLite viability luminescence; cell killing (% activity), % at 4 µM; actives 0.41% (n = 220,000);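 active means cell killing above 50% in the first pass at 4 µM, then a duplicate retest at 5 µM averaging 50% or more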;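 further: plate controls were cells with TRAIL plus DMSO for no effect and medium-only wells lacking cells for full effect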
RBBP9 inh = human RBBP9 inhibitors, primary screen, biochemical, fluorescence polarization, FP-Rh probe, HTS; recombinant RBBP9; actives 0.2% (n = 220,000); inhibition, % at 7.94 µM; Serine hydrolase RBBP9 (Homo sapiens), O75884;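 active means inhibition above the campaign mean of all tested compounds plus 3 SD, cut at about 14% in these data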;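 further: plate controls were DMSO wells with RBBP9 for no effect and wells lacking RBBP9 protein for full effect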
Target sequence (O75884 whole entry, looked up): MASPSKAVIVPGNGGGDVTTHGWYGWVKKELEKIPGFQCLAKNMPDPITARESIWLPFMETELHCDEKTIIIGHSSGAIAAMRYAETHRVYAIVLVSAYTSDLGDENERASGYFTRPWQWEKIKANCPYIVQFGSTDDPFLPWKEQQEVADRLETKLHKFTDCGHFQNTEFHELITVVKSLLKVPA
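System: RBBP9 protein / Quantity: 2.5 µM RBBP9 dispensing solution, before mixing / Also added: Serine-hydrolase probe FP-Rh, 375 nM pre-mixing / Dosing: 7.94 µM single dose, 0.794% DMSO / Timing: enzyme-compound preincubation 30 min, then probe labeling 45 min, 25 °C / Signal: FP readout at 525/598 nm / Controls: DMSO-treated enzyme wells and wells lacking RBBP9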
* marks the source's active call; other numbers are inactive results.

SMILES	Ba/F3 V617F tox	TNF necrop inh	BaF3 parental	Wee1 stabilizer	TRPML3 ag	TRPN1 ag	CHOP inhibitor	PPC-1+TRAIL kill	RBBP9 inh
O=C(NNS(=O)(=O)c1ccccc1)c1cccnc1	1	1.5	0	2	0.0	0.5	5	10	1
Cc1ccc(NCC(O)C(O)C(O)CO)cc1C (configuration not stated)	-3	-1.0	3	3	0.9	1.2	35	30	-6
CC(=O)OCCCCON1C(=O)c2ccccc2C1=O	2	0.4	5	0	0.0	0.5	18	12	-8
CCCC(=O)Nc1cc(-c2nnc(OC)c3ccccc23)ccc1N1CCCCC1	1	-3.6	-1	1	0.3	0.4	72*	9	2
CCOC(=O)c1ccc(NC(=O)CC2COc3ccccc3O2)cc1 (configuration not stated)	4	2.7	5	-1	0.4	-0.7	62	12	-2
Cc1ccc(-c2ccc(SCC(=O)N3CCN(c4ccccc4)CC3)nn2)cc1	-2	-1.0	1	-3	0.4	-0.2	30	2	-10
Cc1ccc(S(=O)(=O)N(C)c2ccc3ccccc3c2)cc1	1	0.3	6	4	-0.1	-1.3	12	25	-5
COc1ccccc1C(=O)NNC(=O)c1ccc(NC(=O)C(C)C)cc1	0	1.8	4	3	1.5	2.0	-5	15	6
CCOc1ccccc1-c1nc(-c2ccc(NC(=O)Cc3ccc(OC)cc3)cc2)no1	-4	0.8	0	1	1.2	0.2	19	4	-10
CCCC(=O)Nc1cc2c(cc1C(=O)c1ccccc1)OCCO2	-1	-0.5	5	5	-0.4	-1.2	28	11	0
CCOC(=O)c1sc(=NC(=O)c2cc(OC)c(OC)c(OC)c2)n(C)c1C	2	-3.4	4	0	0.3	1.3	2	35	5
O=C(Nc1ccccc1C(=O)N/N=C/c1ccc(F)cc1)c1ccccc1Br	-2	-4.2	3	0	0.3	-0.7	22	16	6
Cc1nc(S(=O)(=O)N2CCOCC2)c(C#N)c(C)c1Cl	-2	5.1	-2	-1	1.3	0.1	7	20	-5
O=C(c1ccc2snnc2c1)N1CCN(c2ccccn2)CC1	-4	-0.3	4	2	-0.2	0.2	22	-1	1
Cc1cc(=O)[nH]c(/N=C(\N)Nc2ccc(Oc3ccccc3)cc2)n1	3	-0.7	-10	-1	0.4	2.0	-3	20	-8
O=C(NNC1CC(=O)N(c2ccc(Br)cc2)C1=O)c1cccs1 (configuration not stated)	-2	-0.5	-12	-1	0.3	-0.2	-6	24	-8
CC(C)(C)c1csc(NC(=O)Cn2c(=O)oc3ccccc32)n1	-2	1.3	1	-3	1.9	1.1	13	1	-3
O=c1c(Cc2ccccc2)c(O)ccn1CCc1cnc[nH]1	-3	-0.1	1	-2	-0.3	-0.2	-5	4	0
O=C(Nc1ccc(C2CC2(Cl)Cl)cc1)c1ccccc1Br (configuration not stated)	-1	3.1	4	-1	-0.1	-0.1	49	4	-4
COc1ccc(NC(=O)CCSc2ccc(C)cc2)cc1S(=O)(=O)Nc1ccccc1Cl	4	-1.3	7	3	0.1	0.3	22	-8	-5
CC(C(=O)NCC1CCCCC1)N(C)Cc1ccc(Cl)cc1 (configuration not stated)	-2	3.4	4	1	-0.1	-1.4	-9	-25	-6
O=[N+]([O-])c1cc(Br)c(OCc2nnc(-c3ccccc3)o2)c(Br)c1	1	-0.1	5	5	0.4	0.2	11	2	-4
Cc1ccc(C)c(SCc2nc3sc(C(=O)O)c(C)c3c(=O)[nH]2)c1	-1	2.4	-8	1	1.1	2.0	5	11	-8
COC(=O)CNC(=O)CSc1nnc(-c2ccc(OC)cc2)n1CC(C)C	0	0.7	3	-2	0.4	-0.8	6	2	-5
O=S1(=O)N=C(N2CCN(c3ccc(F)cc3)CC2)c2ccccc21	1	1.8	3	2	0.1	0.6	62	1	-10
O=C(NCc1cccnc1)c1cccc(Cl)c1	0	2.5	5	2	-0.3	0.3	15	0	-1
CCN=c1sc(C(=O)NCCc2ccccc2)cc(=O)n1CC	-3	-9.5	5	-4	2.4	3.4	5	-5	-5
Cc1ccc(-n2nnnc2SCC(=O)c2ccc3c(c2)NC(=O)CO3)c(C)c1	3	-2.2	7	-1	0.2	-0.3	18	23	3
Cc1ccc(C2NC(=O)CCC2[N+](=O)[O-])cc1 (configuration not stated)	3	0.6	9	1	0.9	0.3	23	7	-4
O=C(N=C1c2ccccc2CN1c1cccc(Cl)c1)c1cccnc1	1	2.3	8	2	-0.3	1.6	-3	15	-3
O=C(OCc1cnc(Cl)s1)c1cccc(Cl)c1Cl	0	-2.3	-3	-3	-1.0	0.8	40	11	-9
CC1CCC(Nc2nnnn2-c2ccccc2)CC1 (configuration not stated)	5	-2.7	7	-4	0.3	5.4	12	20	-5
COc1cccc(C(=O)O/N=C(\N)c2ccc([N+](=O)[O-])cc2)c1OC	-3	-2.9	0	1	0.3	1.7	-7	15	7
Cc1ccccc1/C=N/NC(=O)Cn1nnc(N)n1	1	0.4	9	-4	0.8	0.7	-28	11	-5
Cc1ccc(C(=O)c2ccc([N+](=O)[O-])cc2)cc1	-2	0.9	2	0	0.3	-1.7	54	10	4
CN1C(=O)N(C)c2ccc(C=O)c3cccc1c23	4	-3.8	8	-1	0.8	0.9	23	-4	-2
CS(=O)(=O)N1CCN(CC(=O)NC2CCCCC2)CC1	-1	0.1	3	-2	0.3	0.3	-7	7	-2
O=C(CN1C(=O)NC(Cc2ccccc2)C1=O)Nc1ccccc1 (configuration not stated)	3	1.5	4	-2	-0.9	0.0	-4	-8	-2
Cc1nn(-c2ccccc2)c(N)c1Sc1ccc([N+](=O)[O-])cc1	-1	1.3	-3	-4	0.0	-2.4	26	10	-6
CC(=O)Nc1ccc(S(=O)(=O)N2CCSC2c2ccccc2Cl)cc1 (configuration not stated)	-2	-0.8	8	-3	0.3	3.0	51	1	-9
Cc1cc(C)c(C(N)=O)c(Cl)n1	3	0.3	2	1	0.5	-1.1	-4	1	-1
COc1cc(C)ccc1OCCCCN1CC(C)OC(C)C1 (configuration not stated)	-3	0.3	-1	1	-0.2	-2.0	27	23	2
CCN(CC)S(=O)(=O)c1ccc2c(c1)c(=O)c(C(=O)N1CCOCC1)cn2C	1	1.0	7	-2	1.0	2.1	25	8	-11
O=C1CC(c2ccccc2Br)c2cc3c(cc2N1)CCC3 (configuration not stated)	0	-7.3	5	0	0.8	1.4	101*	4	-4
CCC(CC)C(=O)Nc1ccccc1-n1cccc1	3	-1.5	2	2	-1.2	0.3	4	12	-5

With a hit mark in CHOP inhibitor, of those listed so far:
| smiles | Wee1 stabilizer | TRPML3 ag | CHOP inhibitor | RBBP9 inh |
| --- | --- | --- | --- | --- |
| CCCC(=O)Nc1cc(-c2nnc(OC)c3ccccc23)ccc1N1CCCCC1 | 1 | 0.3 | 72* | 2 |
| O=C1CC(c2ccccc2Br)c2cc3c(cc2N1)CCC3 (configuration not stated) | 0 | 0.8 | 101* | -4 |

Next section
SMILES	Ba/F3 V617F tox	TNF necrop inh	BaF3 parental	Wee1 stabilizer	TRPML3 ag	TRPN1 ag	CHOP inhibitor	PPC-1+TRAIL kill	RBBP9 inh
N#Cc1cn(-c2ccccc2)nc1-c1ccc2c(c1)OCCO2	-5	0.3	0	5	0.4	-1.5	49	15	-9
Cc1ccc(S(C)(=O)=NC(=O)NC(=O)c2c(F)cccc2Cl)cc1 (configuration not stated)	2	0.7	2	-3	0.1	0.5	-5	10	-12
COc1ccc(Nc2nc(C(=O)NCc3ccco3)cs2)cc1	0	-6.9	-1	3	0.9	3.6	17	14	-1
NC1=NC(=O)CC(C(=O)NCCc2ccccc2)S1 (configuration not stated)	-1	0.7	2	0	1.1	1.6	-4	1	-3
CN(c1ccccc1)S(=O)(=O)c1cccc(NC(=O)Nc2ccc(Cl)cc2C#N)c1	-3	1.6	2	2	0.5	-0.2	32	5	-11
CCN(CC)S(=O)(=O)c1ccc(C)c(NC(=O)CN2CCN(C)CC2)c1	-5	4.4	-2	-2	0.5	-0.3	-4	-5	-3
CC(C)(C)NC(=O)C(OC(=O)c1cccs1)c1ccccc1 (configuration not stated)	0	5.0	10	-2	0.0	0.8	-10	23	-5
OC(COCc1ccccc1)CN1CCCC1 (configuration not stated)	-2	1.5	0	1	0.1	1.5	-5	22	-3
O=C(Nc1cc(C(=O)N2CCCC2)ccc1N1CCCC1)c1ccccc1	1	-1.5	1	0	-0.3	-0.6	25	32	-11
O=C(NC1CCCc2ccccc21)c1cccc(S(=O)(=O)N2CCN(c3ccccc3)CC2)c1 (configuration not stated)	-1	2.0	3	2	3.6	5.5	50	3	-4
O=C(CNC(=O)c1ccccc1F)N/N=C/c1cc(Br)ccc1OCc1ccccc1	0	4.9	9	3	0.4	1.3	15	20	-31
Cc1onc(-c2ccccc2)c1C(=O)Nc1sc2c(c1C#N)CCC(C)C2 (configuration not stated)	5	-2.2	1	2	0.2	-0.3	30	-3	-10
Cc1c(C(=O)NN)nc2ccccn12	-1	1.2	2	-1	0.2	0.2	4	-2	-10
Oc1c(C(c2cccs2)N2CCN(c3ccc(F)cc3)CC2)sc2ncnn12 (configuration not stated)	1	1.1	2	-2	-0.4	0.1	52	-23	-7
CS(=O)(=O)Nc1ccc(C2=NN(C(=O)c3ccco3)C(c3cccc(F)c3)C2)cc1 (configuration not stated)	11	0.4	3	0	0.1	1.6	1	-2	-2
CSc1cccc(NC(=S)N(CCN(C)C)C(C)c2ccncc2)c1 (configuration not stated)	-1	0.8	-1	1	0.5	0.1	20	15	3
O=C1N=C(N2CCOCC2)S/C1=C\c1ccc(OS(=O)(=O)c2ccccc2)cc1	44*	-2.0	12	-1	1.7	5.2	-27	-8	-5
CCCCNC(=O)NNC(=O)c1ccoc1C	2	-2.5	2	-2	0.3	0.6	5	-3	-10

Part of the list above in a different format:
mol | Ba/F3 V617F tox | TNF necrop inh | BaF3 parental | Wee1 stabilizer | TRPML3 ag | TRPN1 ag | CHOP inhibitor | PPC-1+TRAIL kill | RBBP9 inh
Cc1onc(-c2ccccc2)c1C(=O)Nc1sc2c(c1C#N)CCC(C)C2 (configuration not stated) | 5 | -2.2 | 1 | 2 | 0.2 | -0.3 | 30 | -3 | -10
CCN(CC)S(=O)(=O)c1ccc(C)c(NC(=O)CN2CCN(C)CC2)c1 | -5 | 4.4 | -2 | -2 | 0.5 | -0.3 | -4 | -5 | -3

Compounds as they come (roughly 6.8% active in at least one column).
